Assay outcomes (PubChem)
BRCA1 expr up: activators of BRCA1 expression | Potency, µM (titrated, usually from 46.1 µM), inactives show top-dose activation, hits mostly activators | hit rate 1.1% among 380,000 | MCF7-BRCA1-FFLuc reporter, luminescence, 48 h; response scale: scaled: vehicle 0%, 10 µM genistein 100%; further: potency means the concentration at half of the fitted maximal effect; nearly all actives have a fitted effect of over 80% in size; some results filed as inactive show a strong effect at the top dose
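48 h compound treatment of MCF7-BRCA1-FFLuc cells (phenol-red free MEM, 37 °C), then 15 min with luciferase substrate and luminescence imaging.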
uPA surface inh: cell surface uPA generation inhibition; cell surface uPA generation assay, qHTS; Potency, µM (series often up to 38.3 µM), for inactives: at the highest dose activity change, negative = inhibition, usual class: inhibitors; hit rate 0.31% among 330,000; AID 540303; active means well fitted inhibition curve with a large enough effect; inconclusive means small, poorly fitted or top-dose-only effect; inactive means no such curve, though single readings can be large or run the other way; tested in mouse RAW 264.7 cells; further: potency means the concentration at half of the fitted maximal effect; on the % scale 0 is the no-effect control and ±100 the full control effect; nearly all actives have a fitted effect of over 55% in size
ELG1 genotoxic: induces genotoxicity in HEK293T cells with luciferase-tagged ELG1 | Potency, µM (titrated, usually from 46 µM), without a hit: at the highest dose activity change, positive = activation, usual class: activators | hit rate 1.3% among 330,000 | HEK293T ELG1-luciferase reporter, luminescence, 16 h; further: potency means the concentration at half of the fitted maximal effect; % of control where 0% means no effect; nearly all actives have a fitted effect of over 60% in size
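Cells (2,000/well) expressing the ELG1-luciferase fusion are dosed by pin tool and kept 16 hr at 37 °C, 5% CO2. Signal comes from ONE-Glo luciferase reagent after 30 min at room temperature.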
S-ASM inh: human S-ASM enzyme inhibition. placental ASM, HMU-PC fluorogenic substrate, 60 min. AID 504937. hit rate 0.006% among 340,000. Potency, µM (titrated, usually from 57.5 µM), without a hit: at the highest dose activity change, negative = inhibition, hits mostly inhibitors; further: potency means the concentration at half of the fitted maximal effect
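Fluorescence read-out (Ex 386 nm, Em 447 nm) after stopping the reaction at pH 10. Enzyme: ASM from human placenta; substrate HMU-PC0, 9 uM final; 60 min, 37 °C. Compound preincubation 10 min, ambient temperature.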
USP2a block: USP2a (human) protease inhibition. Potency, µM (titrated, usually from 38.3 µM), for the others: top-dose activity change, negative = inhibition, most hits filed as inhibitors. hit rate 0.01% among 330,000. O75604. USP2 core, Ub-CHOP2 coupled fluorogenic reporter, 485/531;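 further: potency means the concentration at half of the fitted maximal effect; plate controls were DMSO wells for no effect and full inhibition by NEM control for full effect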
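Deubiquitinase activity read as fluorescence (485/531 nm) after Ub-CHOP2 cleavage activates the enterokinase reporter on its substrate; USP2 core 10nM, Ub-CHOP2 and substrate 25nM each, 30min compound preincubation then 60min RT; data normalized to NEM, curves fitted.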
PTAP TSG101 blk: blocks PTAP/TSG101 interaction to inhibit HIV-1 budding; Fluorescence polarization, FITC-PTAP peptide / Tsg101 binding; Q99816; 340,000 tested, under 10 active; Potency, µM (top dose mostly 115 µM), inactives show top-dose activity change, negative = inhibition, most hits filed as inhibitors; active means well fitted inhibition curve with a large enough effect in the main read-out, with a control signal flat, not every such curve was filed as active; inconclusive means small, poorly fitted or top-dose-only effect, or effect the other way, or a change in a side signal; inactive means no such curve, though single readings can be large or run the other way; further: potency means the concentration at half of the fitted maximal effect; % of control where 0% means no effect
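FP read-out: FITC-PTAP peptide, 50 nM final, binding Tsg101 binding domain, 10 uM final; 20 min, r.t.; 10 mM HEPES pH 7.5, 0.15 M NaCl, 0.01% Tween 20, 3 mM EDTA, 0.1 mM TCEP.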
Eya2 phos inh: Eya2 (human) phosphatase inhibition. O00167. recombinant Eya2, OMFP fluorescence dephosphorylation (OMFP is methylfluorescein phosphate). Potency, µM (titrated, usually from 76.9 µM), inactives show at the highest dose activity, negative = inhibition, usual class: inhibitors. AID 488837. hit rate 0.006% among 330,000; further: potency means the concentration at half of the fitted maximal effect; on the % scale 0 is the no-effect control and ±100 the full control effect
Target sequence (O00167 whole entry, looked up): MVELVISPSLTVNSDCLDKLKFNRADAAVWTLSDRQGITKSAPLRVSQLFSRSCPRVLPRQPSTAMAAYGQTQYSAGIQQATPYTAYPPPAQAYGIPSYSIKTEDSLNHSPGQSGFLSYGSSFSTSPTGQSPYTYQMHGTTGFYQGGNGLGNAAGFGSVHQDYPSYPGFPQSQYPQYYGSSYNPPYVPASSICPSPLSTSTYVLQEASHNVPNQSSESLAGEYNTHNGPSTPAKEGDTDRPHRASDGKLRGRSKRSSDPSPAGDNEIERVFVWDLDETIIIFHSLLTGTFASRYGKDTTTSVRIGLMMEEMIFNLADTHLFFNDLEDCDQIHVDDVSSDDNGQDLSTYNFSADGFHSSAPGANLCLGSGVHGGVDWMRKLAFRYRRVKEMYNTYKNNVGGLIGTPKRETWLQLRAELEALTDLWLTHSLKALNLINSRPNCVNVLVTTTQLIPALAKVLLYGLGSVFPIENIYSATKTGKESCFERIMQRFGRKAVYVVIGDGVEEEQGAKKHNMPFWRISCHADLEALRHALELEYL
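Eya2 (0.2 uM) preincubated 10 min at ambient with compound, then OMFP substrate added at 50 uM; 10 min reaction in 50 mM HEPES pH 7.5, 50 mM NaCl, 5 uM MgCl2, 0.05% BSA, 1 mM DTT. Fluorescence read at Ex 485/Em 525 nm.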
B2AR arrestin: beta2AR (human) beta-arrestin recruitment activity; P07550; beta-arrestin recruitment to beta2AR, cell-based reporter; Potency, µM (titrated, usually from 46.1 µM), inactives show top-dose activation, most hits filed as activators; hit rate 0.02% among 330,000; AID 492947;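 further: potency means the concentration at half of the fitted maximal effect; 0% = DMSO controls and full agonism = EC100 isoproterenol or metaproterenol; nearly all actives have a fitted effect of over 65% in size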
Target sequence (P07550 whole entry, looked up): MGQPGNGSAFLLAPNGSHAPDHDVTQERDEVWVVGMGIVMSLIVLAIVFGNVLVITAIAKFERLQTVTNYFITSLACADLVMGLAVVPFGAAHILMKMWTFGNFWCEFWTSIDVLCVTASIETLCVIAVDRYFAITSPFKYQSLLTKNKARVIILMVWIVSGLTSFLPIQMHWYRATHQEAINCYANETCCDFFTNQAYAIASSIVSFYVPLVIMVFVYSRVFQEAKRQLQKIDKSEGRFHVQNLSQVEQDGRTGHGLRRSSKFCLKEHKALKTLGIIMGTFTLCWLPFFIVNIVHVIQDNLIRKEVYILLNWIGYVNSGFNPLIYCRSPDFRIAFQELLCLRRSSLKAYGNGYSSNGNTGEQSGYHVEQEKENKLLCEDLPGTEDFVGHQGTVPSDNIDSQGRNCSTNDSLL
a7 integrin act: activators of alpha7 integrin expression for muscular dystrophy. AID 624291. hit rate 0.064% among 350,000. Potency, µM (series often up to 38.3 µM), without a hit: at the highest dose activation, actives largely listed as activators. alpha7betagal myoblasts, beta-gal FDG fluorescence, 48 h;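 further: potency means the concentration at half of the fitted maximal effect; 100% = response of the positive control SU9516; nearly all actives have a fitted effect of over 60% in size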
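alpha7betagal+/- myoblasts (passage 13, 250/well) treated 48 h at 37C with compounds at 1:260 dilution of DMSO stock. Lysed, then beta-galactosidase activity read as FDG fluorescence (ex 480/em 540) after 30 min, with pre-read for autofluorescence.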
TRPV1 agonist: agonists of human vanilloid receptor 1 (TRPV1); Q8NER1; TRPV1-expressing cells, Fluo-8 calcium influx, agonist mode; activation, % at 8.33 µM; hit rate 0.19% among 320,000; AID 540275; in the data active means activation above about 80%; inconclusive means between about 30% and that limit; further: 0% is about no effect
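Fluo-8 calcium influx in TRPV1-expressing cells, kinetic read (ex 480/em 520 nm). Compound added and read 3 min for agonist activity, followed by capsaicin at EC20 final and 2 min further read for enhancement.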
p53 reactivator: mutant p53 re-activation in reporter cells; hit rate 0.063% among 320,000; AID 504706; H1299 p53-A138V BP100-luciferase reporter, luminescence, 24 h; Potency, µM (top dose mostly 92.2 µM), for the others: top-dose activity change, positive = activation, usual class: activators; further: potency means the concentration at half of the fitted maximal effect; % of control where 0% means no effect; nearly all actives have a fitted effect of over 45% in size
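p53-null H1299 cells stably carrying temperature-sensitive p53-A138V and a BP100-luciferase reporter were pinned with compounds (4-point, 1:5 series) and held 24 hrs at 37 deg C. Luminescence was read 10 min after detection reagent.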
Numbers without * were called inactive; ? = inconclusive; . = no result given; [ ] = dose if it differs, or a comment. Unless noted, the call rests on the fitted dose curve; in most records, active means well fitted curve in the direction sought with a large enough effect; inconclusive means small, poorly fitted or top-dose-only effect, or another doubt; inactive means no such curve, though single readings can be large; an effect the other way counts as inactive or inconclusive.

SMILES	BRCA1 expr up	uPA surface inh	ELG1 genotoxic	S-ASM inh	USP2a block	PTAP TSG101 blk	Eya2 phos inh	B2AR arrestin	a7 integrin act	TRPV1 agonist	p53 reactivator
Cc1ccc(C(=O)CNc2ccccc2)cc1	5%	-7%	?	-2%	4%	-1%	-3%	-0.9%	-36%	20	25%
Nc1ncn(-c2ncc(C(F)(F)F)cc2Cl)n1	8%	3%	4%	-2%	0%	-1%	2%	-0.4%	?	4	1%
COC(=O)Nc1ccc(S(=O)(=O)N2CCCC(C(=O)N3CCN(C)CC3)C2)cc1 (configuration not stated)	-3%	2%	-1%	7%	-4%	-3%	-8%	0.2%	1%	6	-1%
COc1cc(/C=N/NC(=O)C(=O)NCC2CCCO2)ccc1O (configuration not stated)	5%	-6%	0%	-2%	0%	2%	-3%	2.7%	?	-3	-3%
Cc1ccc(C(=O)OCC(=O)NC(C)C)cc1S(=O)(=O)N1CCOCC1	1%	-2%	-7%	3%	0%	-2%	8%	-0.9%	10%	-7	-6%
CC(C)(C)C1=Nn2c(nnc2-c2n[nH]c3c2CCC3)SC1	1%	-3%	-6%	4%	1%	0%	6%	-0.3%	?	9	10%
CCn1cc(C(=O)NCCCN2CCC(C)CC2)c2cc(OC)c(OC)cc2c1=O	5%	1%	6%	-1%	3%	-6%	-9%	0.1%	6%	.	-5%
CC(NC(=O)OCc1ccccc1)c1ccccc1 (configuration not stated)	12%	15%	.	-1%	.	-3%	.	.	3%	.	.
c1ccc(-c2nnc(-c3ccco3)n2-c2ccccc2)cc1	-25%	-3%	-6%	4%	-2%	1%	1%	-0.4%	-2%	-1	-14%
COc1ccc2c(c1)N(C)/C(=C/c1cccc[n+]1C)S2	-41%	7.9µM*	9%	-14%	0%	0%	10%	0.7%	-53%[inhibitor]	-2	25%
N#CCCN(C(=S)NC(=O)c1ccco1)c1ccccc1F	-8%	.	-1%	1%	4%	1%	2%	0.0%	11%	1	1%
O=C(CCN1CCCCCC1)Nc1ccccc1F	16%	-6%	.	6%	.	-5%	.	.	10%	.	.
CC(C)(C)c1cc(C(F)(F)F)nc(SCCCNC(=O)c2ccco2)n1	-30%	7%	-5%	-4%	0%	-4%	-31%	-0.4%	-46%[inhibitor]	-7	-2%
C=CCn1c(SCC(=O)N2CCCC2)nc2scc(-c3cccs3)c2c1=O	-6%	2%	-2%	-1%	0%	-1%	-14%	-0.9%	-12%	25	-4%
COC(=O)c1ccc(CSc2nnc(SCc3ccc(C(=O)OC)o3)s2)o1	-2%	?	1%	0%	2%	0%	1%	0.2%	-22%	-1	5%
COc1cc(Cl)cc(/C=C/c2ccc3cccc(O)c3n2)c1OC	-63%	2%	13%	-2%	0%	-9%	13%	0.2%	-14%	4	9%
COc1ccc(Cl)cc1C(=O)OCC(=O)N(C)CC(=O)Nc1ccc(F)cc1	-11%	5%	3%	0%	0%	8%	11%	0.0%	-8%	1	-5%
CCS(=O)(=O)CCSc1nc2ccccc2s1	23%	-6%	6%	1%	-1%	-2%	-1%	-0.3%	-13%	4	-3%
CCOC(=O)CCN(Cc1cccs1)S(=O)(=O)c1ccc(Cl)cc1	-9%	2%	-3%	-3%	6%	-2%	-7%	-0.4%	15%	28	22%
CCOC(=O)CN(C(=O)CSc1nnc(CNc2ccc(C)cc2C)n1CC)c1ccccc1	-7%	4%	-3%	3%	-4%	-8%	-14%	-0.6%	-3%	-4	-22%
Cn1c(SCC(=O)Nc2cccc(S(=O)(=O)N3CCOCC3)c2)nnc1-c1ccncc1	-7%	4%	1%	5%	7%	0%	-3%	0.0%	?	1	1%
COc1ccc(S(=O)(=O)N2CCN=C2SCc2cccc(F)c2)cc1	-7%	4%	-1%	-1%	2%	-2%	4%	0.1%	4%	-2	-9%
O=C1Nc2ccc([N+](=O)[O-])cc2C1=Nc1cccc(CO)c1	3%	-2%	-2%	0%	1%	1%	?	0.1%	49%	0	-2%
COc1cc(C(=O)Nc2ccc3nc4n(c(=O)c3c2)CCCC4)ccc1Br	15%	-13%	-3%	-4%	-1%	-7%	6%	0.0%	23%	-3	1%
CCCc1ncc(C(O)c2cccc(OC)c2OC)n1C (configuration not stated)	-11%	3%	-1%	2%	2%	-1%	-5%	-0.3%	4%	-2	-5%
COc1cc2cc(CCOC(=O)CCCC(=O)O)oc(=O)c2cc1OC	12%	6%	2%	-2%	3%	-14%	18%	-0.1%	12%	0	-6%
C=CCn1c(CCSCc2ccc(OC)c(C)c2)n[nH]c1=S	-24%	1%	-6%	4%	-1%	1%	1%	0.0%	5%	16	0%
COc1ccc(CNC(=O)CSc2nnc(-c3cccnc3)n2N)cc1	9%	2%	-1%	5%	2%	-1%	-2%	0.1%	?	0	0%
COc1cc2c(cc1OC)CN(C(=O)CC1CC3CCC1C3)CC2 (configuration not stated)	15%	-1%	1%	2%	3%	1%	-14%	-0.3%	3%	0	3%
O=C(Cc1ccccc1F)Nc1cccc2cccnc12	58%	9%	8%	-3%	0%	-2%	-1%	-0.6%	0%	24	3%
Fc1ccc2nc(Nc3nc4cc5c(cc4s3)OCCO5)sc2c1	-3%	4%	?	144%[activator]	0%	-1%	7%	-0.3%	16%	1	?
Cc1cccc(N=Cc2cc(Br)cc(Cl)c2O)c1	-73%[inhibitor]	-3%	-1%	0%	-1%	0%	4%	0.0%	0%	-1	?
CCN(CC)S(=O)(=O)c1cccc(C(=O)N2CCCc3ccccc32)c1	30%	-11%	-3%	1%	-1%	-2%	1%	0.0%	6%	9	-9%
COc1ccc(S(=O)(=O)N2CCN(c3ccc4nnc(-c5ccc(F)cc5)n4n3)CC2)cc1	-63%	?	-10%	-9%	-2%	-2%	4%	-1.1%	5%	0	-4%
Cc1c(Cl)cccc1Nc1nc(N)nc(CN2CCc3ccccc3C2)n1	-32%	-3%	-2%	1%	-6%	-6%	-19%	-0.1%	-17%	2	1%
COc1ccc(C[C@H]2CN3C(=NC[C@@H]3C)N2CCNC(=O)CCC2CCCCC2)cc1	0%	-30%	-3%	6%	-2%	0%	-2%	5.6%	-2%	-3	-1%
Cc1ccc(C)c(NC(=O)NNC(=O)CCc2ccccc2)c1	-6%	13%	-1%	2%	2%	-3%	-20%	0.5%	-17%	3	-3%
Cn1c2c(c(=O)n(C)c1=O)CN(CCN1CCNCC1)CN2	12%	0%	0%	6%	-4%	-10%	-5%	-0.5%	0%	-5	-9%
C#CCOCCOCCOCCNc1nc(N2CCN(C(=O)Cn3cc(CCO)nn3)CC2)nc(N2CCN(C(=O)[C@H](Cc3ccc(O)cc3)n3cc(CCO)nn3)CC2)n1	6%	3%	.	6%	.	-2%	.	.	-1%	.	.
CCCn1c(N/N=C\C=C\c2ccccc2)nc2c1c(=O)[nH]c(=O)n2C	-17%	?	?	-2%	1%	-2%	16%	-0.1%	-4%	-1	-1%
CCCCN1CC(=O)N2[C@H]3c4cc(Cl)ccc4OC[C@@H]3[C@H](c3ccccc3)[C@]2(C)C1=O	-22%	2%	-4%	-4%	1%	-1%	-2%	-1.0%	4%	12	4%
Cc1cc(-c2ccccc2)nc(N2CCC(C(=O)NCc3ccccc3Cl)CC2)n1	.	.	?	.	3%	.	5%	-1.0%	.	-1	?
CC(C)(C)C(=O)CN1CCN(C2c3ccccc3-c3ccccc32)CC1	-14%	.	1%	2%	-5%	-7%	17%	0.1%	5%	30	-1%
Cc1cc2occ(CC(=O)N(C)CC(=O)Nc3c(C)cccc3C)c2cc1C	-7%	1%	-3%	0%	-5%	0%	-13%	0.2%	-3%	14	-4%
Cc1ccc(CN2C(=O)CCC2(C)C(=O)NCc2cccnc2)cc1 (configuration not stated)	10%	1%	3%	0%	3%	-8%	17%	0.0%	-19%	2	-5%
Cc1ccc(C(=O)Cn2c(C(=O)OCCO)cc3ccccc32)cc1	-66%	-12%	-4%	0%	1%	-5%	-8%	0.2%	-25%	2	-26%
CCOC(=O)Cc1cc(=O)n2[nH]c(C)c(-c3ccccc3)c2n1	-7%	-4%	-4%	5%	-1%	-1%	12%	0.3%	9%	.	6%

Some of the entries so far, with two lines to a compound:
Every second line gives: BRCA1 expr up	uPA surface inh	ELG1 genotoxic	S-ASM inh	USP2a block	PTAP TSG101 blk	Eya2 phos inh	B2AR arrestin	a7 integrin act	TRPV1 agonist	p53 reactivator
- CC(C)(C)C(=O)CN1CCN(C2c3ccccc3-c3ccccc32)CC1
 : -14%	.	1%	2%	-5%	-7%	17%	0.1%	5%	30	-1%
- Cc1cc(-c2ccccc2)nc(N2CCC(C(=O)NCc3ccccc3Cl)CC2)n1
 : .	.	?	.	3%	.	5%	-1.0%	.	-1	?
